Assay outcomes deposited in PubChem BioAssay by several laboratories.
LMP1 NFkB inh – reduces LMP1-driven NF-kappaB luciferase signal. LMP1-induced NF-kappaB luciferase reporter cells, luminescence. inhibition, % at 12.5 µM. hit rate 0.69% among 350,000; in the data active = inhibition above about 41%;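 also: 0% = neutral control wells and 100% = reference inhibitor control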
TRAIL sens C8 – sensitizes caspase-8 expressing cells to TRAIL; AID 624354; hit rate 1% among 360,000; inhibition (viability loss, TRAIL sensitization), % at 10 µM; NB7+C8 cells + TRAIL, ATPlite viability luminescence;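 active = compounds causing at least 50% loss of cell viability in the single-dose screen, relative to plate controls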
KKLEB tox – reduces viability of KKLEB cystic fibrosis airway cells. KKLEB CF airway cells viability, ATPlite luminescence, overnight; active compounds read low; cells stimulated with P. aeruginosa culture filtrate. activity change (cytotoxicity), % at 5 µM. hit rate 0.36% among 360,000. AID 602141;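 active = corrected activity change at or below -50% at 5 µM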
SRC1 inh – inhibitors of human steroid receptor coactivator 1 (SRC1) | Q15788 | HEK293 GAL4-SRC1 luciferase reporter, luminescence | inhibition, % at 3.6 µM | hit rate 0.12% among 360,000;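 active = inhibition above the campaign mean plus 3 SD, with each screening campaign given its own cutoff, cut at about 60% in these data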;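 also: 0% = DMSO treated cells and 100% = gossypol at 36 µM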
TWEAK Fn14 block – TWEAK-Fn14 signaling inhibition; AID 1159606; hit rate 2% among 360,000; TWEAK-stimulated Fn14 reporter cells, luciferase luminescence, 8 h; inhibition, % at 10 µM; in the data active = inhibition above about 50%
TROY signal inh – inhibitors of TROY-dependent NF-kB signaling; inhibition, % at 10 µM; hit rate 0.98% among 360,000; Q293 LMP1-TROYcd NF-kB luciferase reporter, 4 h;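 active = compounds whose plate-normalised and pattern-corrected inhibition of the luciferase reporter signal at the single screening dose is 50% or more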
CF NFkB block – blocks PAF-induced NF-kB reporter in cystic fibrosis cells; KKLEB NF-kB-GFP reporter, GFP fluorescence overnight; inhibition, % at 5 µM; hit rate 0.86% among 360,000; AID 588850;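 active = at least 50% inhibition at 5 µM, scaled per plate between neutral and stimulator controls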;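 also: PAF is a Pseudomonas aeruginosa culture filtrate used as stimulus; plate controls were PAF-stimulated DMSO wells for no effect and unstimulated DMSO wells for full effect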
LRH-1 inv ag – NR5A2 inverse agonism in reporter assay; O00482; HEK293T StAR-luciferase reporter, LRH-1 transfected, 24 h; inhibition, % at 3.6 µM; hit rate 0.13% among 360,000;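 active = inhibition above the mean inhibition of all tested compounds plus 3 SD, cut at about 73% in these data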;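 also: 0% = DMSO wells and 100% = reporter-only cells lacking LRH-1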
Target sequence (O00482 whole entry, looked up): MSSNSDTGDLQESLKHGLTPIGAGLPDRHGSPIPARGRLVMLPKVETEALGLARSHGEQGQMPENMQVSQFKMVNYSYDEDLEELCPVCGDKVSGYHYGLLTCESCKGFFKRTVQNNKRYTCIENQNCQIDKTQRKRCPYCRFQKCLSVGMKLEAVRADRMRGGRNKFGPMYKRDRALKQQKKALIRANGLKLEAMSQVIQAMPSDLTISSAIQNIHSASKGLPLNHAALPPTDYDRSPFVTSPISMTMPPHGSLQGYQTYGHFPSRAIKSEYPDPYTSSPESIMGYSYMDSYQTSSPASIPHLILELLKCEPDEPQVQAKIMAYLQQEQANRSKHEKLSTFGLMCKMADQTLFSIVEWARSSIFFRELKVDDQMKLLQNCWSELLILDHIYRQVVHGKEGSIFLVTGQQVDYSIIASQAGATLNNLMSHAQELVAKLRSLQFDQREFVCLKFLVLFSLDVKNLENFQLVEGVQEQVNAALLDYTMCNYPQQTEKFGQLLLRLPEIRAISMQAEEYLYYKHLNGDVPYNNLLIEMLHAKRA
COUP-TFII inh – NR2F2 (human) inhibition, primary screen. HEK293T NGFI-A luciferase reporter, luminescence. P24468. hit rate 0.7% among 370,000. inhibition, % at 8.6 µM;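 active = inhibition above a per-plate cutoff, mean inhibition of test wells between control levels plus 3 SD, cut at about 38% in these data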;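 also: cells cotransfected with COUP-TFII expression vector driving the NGFI-A reporter; 0% = median of COUP-TF2 test wells and 100% = reporter-only cells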
Target sequence (P24468 whole entry, looked up): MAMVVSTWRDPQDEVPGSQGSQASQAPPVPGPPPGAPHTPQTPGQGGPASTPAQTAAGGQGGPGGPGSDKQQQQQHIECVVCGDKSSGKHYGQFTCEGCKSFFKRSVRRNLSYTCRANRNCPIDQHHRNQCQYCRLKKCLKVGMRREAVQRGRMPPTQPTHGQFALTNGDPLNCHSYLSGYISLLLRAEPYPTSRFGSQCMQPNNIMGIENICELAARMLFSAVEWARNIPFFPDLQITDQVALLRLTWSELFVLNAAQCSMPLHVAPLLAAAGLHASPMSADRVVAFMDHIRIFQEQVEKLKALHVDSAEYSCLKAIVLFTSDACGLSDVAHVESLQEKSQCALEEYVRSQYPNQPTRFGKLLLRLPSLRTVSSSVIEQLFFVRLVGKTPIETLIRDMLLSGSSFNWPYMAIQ
Shn3 3UTR inh – reduces Shn3 3'UTR luciferase signal in osteoblasts; inhibition, % at 12.5 µM; AID 588674; hit rate 0.52% among 360,000; Clone20 osteoblast Shn3 3'UTR firefly luciferase, 24 h;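 active = mean inhibition of at least 75% with every replicate also reaching 75%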;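 also: 0% = median of neutral control wells and 100% = pilot-screen positive control compound; some compounds past the cut are filed as inactive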
NCOA3 inh – human NCOA3 inhibition; Q9Y6Q9; HEK293 GAL4-SRC3 luciferase reporter, luminescence; inhibition, % at 3.6 µM; hit rate 0.17% among 360,000;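 active = inhibition above a per-campaign cutoff, the mean of all compounds plus 3 SD, cut at about 60% in these data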;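 also: 0% = DMSO-treated cells and 100% = gossypol-treated cells at 36 µM; higher means less SRC3-driven luciferase light from the GAL4 reporter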
Active calls of the source: *; . = not tested or not shown.

Order of values: LMP1 NFkB inh	TRAIL sens C8	KKLEB tox	SRC1 inh	TWEAK Fn14 block	TROY signal inh	CF NFkB block	LRH-1 inv ag	COUP-TFII inh	Shn3 3UTR inh	NCOA3 inh
1. COc1ccccc1NC(=O)c1ccc(S(=O)(=O)N(C)C)cc1
  4	3	-2	-3	6	-1	-15	2	7	-10	11
2. CCN(CC)c1ccc(NC(=O)COc2ccc(-n3cnnn3)cc2)cc1
  0	1	-3	3	17	2	2	19	3	8	-4
3. Cc1cccc(-c2nnc(N)s2)c1
  1	-9	-23	-3	-12	-4	2	10	-13	-1	4
4. CC(=O)NCCN=C(C)c1sc2ccccc2c1O
  -15	7	-6	-46	-22	0	-4	-28	1	-27	-10
5. CCC(C)(C)NC(=O)CN(C(=O)CCC(=O)Nc1nccs1)c1ccc2c(c1)OCO2
  2	9	-13	5	-7	-25	6	9	-8	5	-14
6. COc1cc(NS(=O)(=O)c2cc(C(=O)N3CCN(C(C)=O)CC3)ccc2OC)cc(OC)c1
  2	-7	-5	-5	-2	-23	-13	3	4	20	3
7. CC(=O)O[C@H]1[C@H](O)[C@H](Oc2c(O)c(C)c3c4c2[C@@H](C)CC[C@@H]4[C@@H](C)C[C@H]3C=C(C)C)O[C@@H](C)[C@H]1O
  -2	-3	8	-1	12	0	4	14	.	4	-11
8. CCn1c(-c2nn(-c3ccccc3)ccc2=O)n[nH]c1=S
  -7	15	2	-1	-2	-10	1	-10	3	19	9
9. C=CCC[C@@H](Cc1ccc(F)cc1)C(=O)OC[C@@H](Cc1c[nH]c2ccccc12)NC(=O)[C@H](CC=C)CC(=O)N[C@H](CO)Cc1ccccc1
  1	13	-25	0	-3	28	42	4	4	63	3
10. COC(=O)CSc1nnc(CNc2ccc(Cl)cc2)n1-c1ccccc1
  -1	5	10	6	3	10	-22	-14	-1	-10	-11
11. CCn1c(SCc2ccc(C#N)cc2)nnc1-c1cccc(Cl)c1
  -4	7	1	1	-12	-3	2	-10	13	24	0
12. CCn1c2ccccc2c2nnc(SCC(=O)NC3CCS(=O)(=O)C3)nc21 (stereo not given)
  -5	-7	-5	14	-5	1	5	7	-4	-1	3
13. CC1CCCC(C)N1C(=O)Cn1nnc(-c2ccccc2)n1 (stereo not given)
  -3	-10	-11	7	-2	7	0	13	-13	-9	-14
14. CC(=O)N1c2ccccc2C(C)=CC1(C)C
  -5	-1	-15	0	11	-17	-4	-3	-13	5	13
15. CC1CCC2(CC1)NC(=O)N(NC(=O)c1cccs1)C2=O (stereo not given)
  -49	-4	11	-3	-1	-6	6	-2	7	-24	8
16. CC#CCOCC1CN(C)C(=O)O1 (stereo not given)
  1	-2	-5	-21	-2	-9	5	-13	-11	-30	13
17. Cc1ccc(-c2cc(C(=O)N/N=C\c3cnn(C)c3C)c3ccccc3n2)cc1C
  9	46	-1	-27	-1	-31	-10	-2	-20	-35	-10
18. O=C(OCCN1CCOCC1)c1ccc(OCCN2CCOCC2)cc1
  6	-21	7	10	-5	5	-8	0	6	1	-18
19. Fc1ccc(-c2nc3c(Cl)cc(C(F)(F)F)cn3c2Cc2cccc(F)c2)cc1
  .	8	-14	8	22	29	9	25	0	-12	3
20. COc1ccc(OC)c(NC(=O)c2ccc(N3C(=O)C4CC=C(C)CC4C3=O)cc2)c1 (stereo not given)
  -6	-32	-2	-18	-2	-11	-3	-3	26	-4	-5
21. COc1ccc(C)cc1NC(=O)CCN1CCN(c2ccccc2)CC1
  1	-10	-6	-8	-5	5	-3	2	23	2	7
22. Cc1csc2nc(CNC(=O)C3CCCCC3)cn12
  -7	-14	-4	-31	-14	-21	-17	-4	6	-19	-10
23. c1csc(C2CCCN2c2nc3nonc3nc2NC2CC2)n1 (stereo not given)
  1	1	-3	-8	-11	5	-25	-2	25	10	10
24. Cc1cccc(-c2noc(C3CCCCC3)n2)c1
  -32	-11	-3	-65	-11	-90	9	-36	-17	-46	-31
25. COc1ccc(C(=O)/C(C#N)=N/Nc2ccccc2[N+](=O)[O-])cc1
  8	-6	-21	7	36	46	36	14	10	6	16
26. COc1ccc(-n2nc3c(c2NC(=O)COc2cccc(OC)c2)CS(=O)(=O)C3)cc1
  1	-3	-17	-4	-32	-9	36	-6	-10	2	10
27. CC1CCCN(CCCNC(=O)c2cc3c(s2)-c2ccccc2OC3)C1 (stereo not given)
  -9	21	-10	-3	-31	-28	10	-6	-8	-10	7
28. CCc1ccc(NC(=O)CCC(=O)N2CCSc3ccccc32)cc1
  -9	6	8	7	12	3	-11	-2	9	-7	0
29. CCOc1ccc(OC(=O)c2cccc(S(=O)(=O)N3CCN(C)CC3)c2)cc1
  0	7	2	-8	14	-8	16	10	-16	-5	19
30. CC(C)CN(C(=O)COC(=O)CCSc1ccc(F)cc1)c1c(N)n(Cc2ccccc2)c(=O)[nH]c1=O
  4	0	8	-26	-1	4	-14	16	2	1	3
31. CC1=NN(C(N)=S)C(=O)C1N=Nc1ccc(Cl)cc1 (stereo not given)
  -13	0	-1	-56	21	-6	-2	-36	-9	-48	-76
32. Cn1c(N/N=C/c2c[nH]c3ccccc23)nc2ccccc21
  -18	46	-9	-87	0	-44	5	-18	-11	-45	-48
33. O=C(NCc1ccc2c(c1)OCO2)c1cc(=O)[nH]c2ccccc12
  -5	-16	4	-4	4	4	-1	19	13	.	8
34. O=C(CN1CCCCC1)N/N=C/c1ccc(Cl)cc1Cl
  -1	0	-6	-34	-18	-20	7	8	-5	-5	-17
35. CCCCc1c(C)nc(Nc2ccc(OC)cc2)[nH]c1=O
  5	-12	2	-88	-5	-8	-8	0	16	22	-7
36. Cc1ccc(NC(=O)C2CCN(S(=O)(=O)c3ccc4c(c3)NC(=O)C(C)S4)CC2)c(Cl)c1 (stereo not given)
  11	17	10	-15	33	39	-31	5	20	46	6
37. Cc1onc(-c2c(F)cccc2Cl)c1C(=O)Nc1nccs1
  -3	5	-15	9	7	5	-2	27	-3	-9	6
38. COc1ccc2c(c1)C1CC(C)(NC(=O)C1C(=O)c1ccccc1)O2 (stereo not given)
  9	20	-3	-9	-20	14	2	-6	0	-3	7
39. CC(=O)NC(c1ccccc1)c1nc(-c2cccc(C(F)(F)F)c2)cs1 (stereo not given)
  .	-1	-2	5	-15	6	-10	-3	-24	8	-13
40. CC1(C)Cc2cccc(Oc3ccc(S(=O)(=O)N4CCCCC4)cn3)c2O1
  5	-4	2	7	-2	-4	16	-2	0	19	-2
41. COC(=O)C1=C(C)N(C)C(=S)NC1c1cc(OC)ccc1OC (stereo not given)
  -7	-1	7	-39	-12	2	6	1	0	-6	15
42. Cc1ccc(NC(=O)COC(=O)c2csc3c2CCC(C)C3)cc1S(=O)(=O)N1CCCCC1 (stereo not given)
  -4	1	-2	-6	17	-11	-2	-13	2	-13	20
43. CC(=O)Nc1ccc(NC(=O)Cn2c(-c3ccc(F)cc3)cnc2SCC(=O)Nc2c(C)cccc2C)cc1
  -4	-2	-6	7	-8	8	8	10	4	-31	5
44. COc1ccccc1-c1c(C)nn2c(N3CCN(c4ccccc4OC)CC3)cc(C)nc12
  15	1	8	6	14	-8	-4	-29	-10	12	-25
45. Cn1cc(/C=C/C(=O)N2CCCC(C(=O)c3ccc(C(F)(F)F)cc3)C2)cn1 (stereo not given)
  5	1	-13	8	-13	-14	-5	-2	-1	-9	-22

Profiles from above:
`COc1cc(NS(=O)(=O)c2cc(C(=O)N3CCN(C(C)=O)CC3)ccc2OC)cc(OC)c1` as listed: LMP1 NFkB inh = 2; TRAIL sens C8 = -7; KKLEB tox = -5; SRC1 inh = -5; TWEAK Fn14 block = -2; TROY signal inh = -23; CF NFkB block = -13; LRH-1 inv ag = 3; COUP-TFII inh = 4; Shn3 3UTR inh = 20; NCOA3 inh = 3
`Fc1ccc(-c2nc3c(Cl)cc(C(F)(F)F)cn3c2Cc2cccc(F)c2)cc1` as listed: LMP1 NFkB inh = .; TRAIL sens C8 = 8; KKLEB tox = -14; SRC1 inh = 8; TWEAK Fn14 block = 22; TROY signal inh = 29; CF NFkB block = 9; LRH-1 inv ag = 25; COUP-TFII inh = 0; Shn3 3UTR inh = -12; NCOA3 inh = 3

The listing continues.
Order of values: LMP1 NFkB inh	TRAIL sens C8	KKLEB tox	SRC1 inh	TWEAK Fn14 block	TROY signal inh	CF NFkB block	LRH-1 inv ag	COUP-TFII inh	Shn3 3UTR inh	NCOA3 inh
46. Cc1cc(=O)oc2c(O)c(O)ccc12
  -1	16	-36	-1	-12	-10	-21	-3	-2	-6	5
47. O=C(N/N=C/c1ccncc1)c1ccc2c(c1)OCO2
  7	18	7	-15	1	-74	30	-34	-36	-45	-19
48. Cn1c(Sc2nc3ccccc3n2C)nc2ccccc21
  -6	-1	-6	-18	16	-4	1	-15	-4	-13	10
49. CN(Cc1ccc(Cl)cc1Cl)C(=O)CNC(=O)c1ccco1
  -2	-5	7	7	9	-10	-12	-4	-4	14	1
50. CCOC(=O)C1CCN(C(=O)c2ccc(N3CCOCC3)c([N+](=O)[O-])c2)CC1
  1	-10	4	0	-1	6	-7	9	-1	-4	3
51. CCCN(CCC)C(=S)Nc1cc(C(=O)OC)ccc1C(=O)OC
  10	1	-6	-31	5	3	11	-18	-2	-11	-20
52. CCC1Oc2ccc(C)cc2N(CC(=O)NCc2ccccc2OC)C1=O (stereo not given)
  0	-4	-2	-7	-2	-3	14	-17	7	-7	-19
53. c1ccc(Nc2nc3ccccc3n3nnnc23)cc1
  -28	-7	4	-48	-1	13	-32	-26	-9	-47	-84
54. COc1cc2cc(Oc3ccc4ccc(=O)oc4c3)c(=O)oc2cc1OC(C)=O
  -2	4	-21	3	-14	-22	-4	2	-10	-7	-2
55. O=C(CN(C(=O)C1COc2ccccc2O1)c1ccccc1)NCC1CCCO1 (stereo not given)
  -3	0	5	-5	-9	-10	8	-21	-3	2	-2
56. CCN(C(=O)CSc1nc(-c2ccccc2)cn1N)c1c(N)n(Cc2ccccc2)c(=O)[nH]c1=O
  -3	-4	-2	-11	6	9	6	13	-1	-13	-3

Not all compounds are listed; rates above refer to the full screens.
